# Tat export inh: inhibitors of E. coli Tat protein transport; E. coli MC4100 TorA-mCherry Tat export, fluorescence; inhibition, % at 10 µM; 340,000 compounds, 0.036% hits;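 active = mean replicate inhibition at least 50% and at least half of replicates individually reaching 50%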;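 note: exported cargo escapes ClpAP degradation while cytoplasmic cargo is degraded and loses fluorescence; 0% = median of neutral control wells and 100% = median of NaSCN control wells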
# PKA-R1A act: activates the PKA-R1A holoenzyme complex. P00514+P68181. PKA-R1A dissociation, Cy5-IP20 fluorescence polarization; scaled: DMSO 0%, 113 µM cGMP 100%. activation, % at 11.4 µM. 340,000 compounds, 0.083% hits. AID 504707;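 active = percent activation above the mean of all tested compounds plus 3 SD, cut at about 19% in these data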;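 note: higher means more PKAc released from R1A so a rise in polarization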
# OPRM1-OPRD1 ag: agonists of human mu-delta opioid receptor heterodimerization | activation, % at 9.3 µM | AID 504326 | P35372+P41143 | 340,000 compounds, 0.3% hits | cells, OPRM1-OPRD1 heterodimerization, luminescence; in the data active = activation above about 18%;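 note: 0% = vehicle-treated cells and 100% = reference agonist; values of inactives mirror those of a sister screen read the other way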
# PKA-R2B activ: activators of human PKA-R2B complex; activation, % at 11.4 µM; 340,000 compounds, 0.079% hits; PKA-R2B holoenzyme dissociation, Cy5-IP20 fluorescence polarization; R2B truncated from residue 108, S112A mutant; 0% DMSO only, 100% 113 µM cGMP; P22694+P31323;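 active = activation above a cutoff set at the mean over all compounds plus 3 SD, cut at about 18% in these data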;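 note: higher means more holoenzyme dissociation and a rise in polarization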
# Target sequence (P31323 whole entry, looked up, other chains not shown, the tested form may be a part): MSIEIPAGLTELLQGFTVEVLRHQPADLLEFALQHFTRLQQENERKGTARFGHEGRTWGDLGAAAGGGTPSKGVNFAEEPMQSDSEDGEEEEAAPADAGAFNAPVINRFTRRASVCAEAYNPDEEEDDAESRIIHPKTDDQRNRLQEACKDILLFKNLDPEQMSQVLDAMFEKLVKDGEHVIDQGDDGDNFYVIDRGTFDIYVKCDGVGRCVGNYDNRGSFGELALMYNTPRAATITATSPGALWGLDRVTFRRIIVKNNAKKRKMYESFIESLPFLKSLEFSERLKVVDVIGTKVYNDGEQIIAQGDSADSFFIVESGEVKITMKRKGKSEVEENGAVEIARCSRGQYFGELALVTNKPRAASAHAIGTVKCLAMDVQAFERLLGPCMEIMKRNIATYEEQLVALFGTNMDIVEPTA
# MOR-DOR inv ag: mu-delta opioid heterodimer inverse agonism | cell-based MOR-DOR heterodimer luminescence | P35372+P41143 | AID 504357 | inhibition, % at 9.3 µM | 340,000 compounds, 0.21% hits; in the data active = inhibition above about 22%, passing the limit was not always enough;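 note: 0% = cells with DMSO and 100% = wells without cells with DMSO; values of inactives mirror those of a sister screen read the other way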
# phage Ecoli inh: E. coli growth loss with phage present; growth absorbance; inhibition, % at 11.9 µM; 360,000 compounds, 0.26% hits; AID 651602; in the data active = inhibition above about 11%
# PfHsp90 yeast 2: growth inhibition of yeast expressing Plasmodium Hsp90. S. cerevisiae expressing PfHsp90, BacTiter-Glo ATP, 48 h; yeast lacking PDR1 and PDR3 efflux regulators. inhibition, % at 9.4 µM. 310,000 compounds, 0.32% hits;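 active = every replicate shows inhibition above about 80%, whatever the replicate mean, limit read from the data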;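 note: 0% = DMSO neutral controls and 100% = 20 µM radicicol positive controls; yeast relying on Plasmodium falciparum Hsp90 in place of its own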
# E coli growth: bacterial growth inhibition, counter-screen for AddAB inhibitors | E. coli V3065 growth, OD600 absorbance, 18 h | inhibition, % at 11.9 µM | 330,000 compounds, 0.27% hits | AID 449728;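 active = inhibition above the campaign's mean inhibition across all tested compounds plus 3 SD, cut at about 9.9% in these data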;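 note: uninfected addAB+ strain grown without phage in ampicillin broth; 0% = DMSO wells and 100% = ciprofloxacin 0.95 µg/ml wells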
# HTR5A inv ctr: inverse agonist of human HTR5A in OPRM1-OPRD1 counter-screen | HTR5A cell line, luminescence, inverse agonism | inhibition, % at 9.3 µM | AID 504634 | 340,000 compounds, 0.083% hits | P47898; in the data active = inhibition mostly above about 23%, no sharp cut-off; inactive = mostly below about 18%;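 note: 0% = cells with DMSO and 100% = no-cell wells with DMSO; some compounds called inactive have numbers as strong as hits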
# Target sequence (P47898 whole entry, looked up): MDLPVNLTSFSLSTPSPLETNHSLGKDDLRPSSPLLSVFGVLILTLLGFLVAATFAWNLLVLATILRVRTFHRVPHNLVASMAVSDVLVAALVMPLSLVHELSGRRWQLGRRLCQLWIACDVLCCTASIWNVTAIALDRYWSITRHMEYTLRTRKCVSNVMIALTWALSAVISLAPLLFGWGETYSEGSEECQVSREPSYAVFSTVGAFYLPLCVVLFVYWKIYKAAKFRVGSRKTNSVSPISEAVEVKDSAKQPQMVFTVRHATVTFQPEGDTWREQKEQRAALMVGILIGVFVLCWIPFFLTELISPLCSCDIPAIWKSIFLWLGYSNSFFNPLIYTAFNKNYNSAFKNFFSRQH
# AddAB inh: less growth of phage-infected E. coli with AddAB. E. coli expressing H. pylori AddAB, absorbance growth. inhibition, % at 11.9 µM. 330,000 compounds, 0.29% hits; in the data active = inhibition above about 12%;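 note: 0% = vehicle wells of infected cells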
# SUMO Mot1 rescue: blocks SUMOylation pathway, rescuing yeast Mot1-301 growth | 320,000 compounds, 1% hits | growth rescue, % at 18.8 µM | S. cerevisiae Mot1-301 growth rescue, ATP luminescence, 38.5C; percent above DMSO median, 100 means doubled;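 active = every valid replicate shows activation above 250% relative to neutral control wells; inactive = the rest, any valid replicate at or below 250%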;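 note: OY570 slx delta 5 strain wells were the positive control but not used for scaling; some compounds called inactive have numbers as strong as hits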
# * hit, by the source's call; . = not tested or not shown; & = joins results of further samples.
SMILES,Tat export inh,PKA-R1A act,OPRM1-OPRD1 ag,PKA-R2B activ,MOR-DOR inv ag,phage Ecoli inh,PfHsp90 yeast 2,E coli growth,HTR5A inv ctr,AddAB inh,SUMO Mot1 rescue
CCN(CC1COc2ccccc2O1)C(=O)CN1C(=O)NC(C)(c2ccc(C)cc2)C1=O (centres undefined),-12,-5,1.4,2,-8,2.9,7,-0.1,25,-2.4,30
Cc1cccc(Oc2ccc(NC(=O)c3ccccc3C(=O)O)cc2)c1C,-1,-3,-1.6,-9,8,4.0,-11,-1.0,6,0.4,15
CCOC(=O)C1=C(C)N(CCO)C(=O)NC1c1ccccc1 (centres undefined),-7,4,1.0,-13,-5,.,.,2.7,14,3.2,15
Cc1cccn2cc(CNC(=O)c3ccco3)nc12,-3,-10,-1.8,-5,10,2.4,7,-2.2,-14,-3.4,-13
CN1C(C(=O)N2CCc3ccccc3C2)=CC(c2ccc(F)cc2)=NS1(=O)=O,3,-9,-2.5,-6,13,2.5,-2,0.2,1,0.8,5
CC(C)(C)OC(=O)NCc1ccc(CNC(=O)c2nc[nH]c2C(=O)NCc2ccccc2)cc1,1,-2,-4.3,-4,20,0.2,2,-5.5,15,-4.2,-7
COc1cc(C(=O)N/N=C/c2ccc(OC(=O)c3ccccc3)c(OC)c2)ccc1O,-1,-11,-1.6,-2,8,0.6,-10,.,5,.,-14
COc1ccc(C2=NN(C(=O)c3ccc(Cl)c([N+](=O)[O-])c3)C(c3ccccc3)C2)cc1 (centres undefined),4,12,3.1,-1,-23,1.9,-6,-2.3,-11,5.4,27
Cn1c(N)c(Br)c(-c2ccc(F)cc2)c(C#N)c1=O,3,-14,1.4,-6,-7,1.4,.,0.7,-36,-0.7,9
CC1CCN(CC(O)COCCOc2ccc(Br)cc2)CC1 (centres undefined),-6,-7,-0.9,-6,5,1.5,-14,0.9,8,-0.1,14

# Reformatted tab-delimited: part of the list above.
Structure	Tat export inh	PKA-R1A act	OPRM1-OPRD1 ag	PKA-R2B activ	MOR-DOR inv ag	phage Ecoli inh	PfHsp90 yeast 2	E coli growth	HTR5A inv ctr	AddAB inh	SUMO Mot1 rescue
CCN(CC1COc2ccccc2O1)C(=O)CN1C(=O)NC(C)(c2ccc(C)cc2)C1=O (centres undefined)	-12	-5	1.4	2	-8	2.9	7	-0.1	25	-2.4	30
Cc1cccc(Oc2ccc(NC(=O)c3ccccc3C(=O)O)cc2)c1C	-1	-3	-1.6	-9	8	4.0	-11	-1.0	6	0.4	15
CCOC(=O)C1=C(C)N(CCO)C(=O)NC1c1ccccc1 (centres undefined)	-7	4	1.0	-13	-5	.	.	2.7	14	3.2	15
Cc1cccn2cc(CNC(=O)c3ccco3)nc12	-3	-10	-1.8	-5	10	2.4	7	-2.2	-14	-3.4	-13
CN1C(C(=O)N2CCc3ccccc3C2)=CC(c2ccc(F)cc2)=NS1(=O)=O	3	-9	-2.5	-6	13	2.5	-2	0.2	1	0.8	5
CC(C)(C)OC(=O)NCc1ccc(CNC(=O)c2nc[nH]c2C(=O)NCc2ccccc2)cc1	1	-2	-4.3	-4	20	0.2	2	-5.5	15	-4.2	-7
COc1cc(C(=O)N/N=C/c2ccc(OC(=O)c3ccccc3)c(OC)c2)ccc1O	-1	-11	-1.6	-2	8	0.6	-10	.	5	.	-14
COc1ccc(C2=NN(C(=O)c3ccc(Cl)c([N+](=O)[O-])c3)C(c3ccccc3)C2)cc1 (centres undefined)	4	12	3.1	-1	-23	1.9	-6	-2.3	-11	5.4	27
Cn1c(N)c(Br)c(-c2ccc(F)cc2)c(C#N)c1=O	3	-14	1.4	-6	-7	1.4	.	0.7	-36	-0.7	9
CC1CCN(CC(O)COCCOc2ccc(Br)cc2)CC1 (centres undefined)	-6	-7	-0.9	-6	5	1.5	-14	0.9	8	-0.1	14

# Other entries:
SMILES,Tat export inh,PKA-R1A act,OPRM1-OPRD1 ag,PKA-R2B activ,MOR-DOR inv ag,phage Ecoli inh,PfHsp90 yeast 2,E coli growth,HTR5A inv ctr,AddAB inh,SUMO Mot1 rescue
CN(c1nnc(N)s1)C1CCCCC1,1,10,-1.4,8,7,3.6,-102,1.5,18,4.0,-21
O=C(Nc1cccc(S(=O)(=O)N2CCOCC2)c1)c1cc(S(=O)(=O)N2CCOCC2)c(Cl)cc1Cl,3,-4,0.6,0,-3,2.0,19,.,-12,.,.
Nc1c(N(CCC2=CCCCC2)C(=O)Cc2ccc(F)cc2)c(=O)[nH]c(=O)n1Cc1ccccc1,4,3,10,-6,-65,4.0,.,-0.6,-23,0.3,-7
CO/N=C/c1ccc(N2CCN(C(=O)c3cccc(C(F)(F)F)c3)CC2)c([N+](=O)[O-])c1,6,-15,1.9,-2,-10,3.0,-16,-2.8,-11,2.3,634
CC(Nc1ccc(Br)cc1)C(=O)Nc1cccc(S(=O)(=O)N2CCOCC2)c1 (centres undefined),6,5,-0.1,-16,1,2.9,-4,.,-11,.,.
Cc1ccc(S(=O)(=O)N2CCOCC2)cc1C(=O)OCC(=O)NCCc1ccccc1,2,4,-1.2,-11,5,-0.5,-1,1.2,-3,1.5,18
CCCCn1c(N)c(N(CCC(C)C)C(=O)c2cccc(N3C(=O)c4ccccc4C3=O)c2)c(=O)[nH]c1=O,-7,0,-1.2,-1,6,-2.7,19,-0.6,6,-0.3,8
COc1ccc(C(=O)Nc2ccc(Cc3ccncc3)cc2)cc1Br,29,1,1.4,-4,-10,4.5,-29,-0.9,7,1.1,200
CC/C(C)=N/N1C(=O)c2ccccc2NC1(C)CC (centres undefined),-8,7,1.1,1,-7,4.9,.,0.2,-18,4.0,-16
COc1ccc(OC)c(/C=C/C(=O)N(C)CC(=O)Nc2ccc(C)cc2)c1,0,-11,-1.2,10,6,2.5,6,0.0,-17,0.4,-2

# Some entries already given, showing only OPRM1-OPRD1 ag, AddAB inh and SUMO Mot1 rescue.
smiles,OPRM1-OPRD1 ag,AddAB inh,SUMO Mot1 rescue
Cn1c(N)c(Br)c(-c2ccc(F)cc2)c(C#N)c1=O,1.4,-0.7,9
Nc1c(N(CCC2=CCCCC2)C(=O)Cc2ccc(F)cc2)c(=O)[nH]c(=O)n1Cc1ccccc1,10,0.3,-7

# The results go on:
SMILES,Tat export inh,PKA-R1A act,OPRM1-OPRD1 ag,PKA-R2B activ,MOR-DOR inv ag,phage Ecoli inh,PfHsp90 yeast 2,E coli growth,HTR5A inv ctr,AddAB inh,SUMO Mot1 rescue
COCc1c(C(=O)NC(C)c2ccc(S(N)(=O)=O)cc2)oc2ccccc12 (centres undefined),-3,5,-1.8,-5,9,0.4,-21,1.4,11,5.3,1
COC(=O)C1=C(C(=O)OC)[C@@H]2N(Cc3ccccc3)c3ccccc3[C@@]23C[C@@H](C(=O)OC)N(C(=O)NC2CCCCC2)C3=N1,7,-2,-0.5,-16,3,2.0,-7,0.9,0,1.8,-18
CCSCCOC(=O)C1=C(C)N(C)C(=O)NC1c1cc(OC)ccc1OC (centres undefined),-8,-6,-1.5,-4,9,-1.8,-6,-0.2,6,1.0,.
CCCC[n+]1c2ccccc2cc2ccccc21,-17,-11,-1.1,-12,5,1.2,-14,-2.7,15,-0.6,19
COc1ccc2c(c1)C(=O)N(CCc1ccc(S(=O)(=O)NC(=O)NC3CCCCC3)cc1)C(=O)C2(C)C,0,-1,-1.1,-12,8,0.9,-23,2.5,-28,1.2,2
Cc1csc(NC(=O)c2cc[n+]([O-])cc2)n1,10,-4,-1.9,6,9,3.4,25,-0.3,-4,3.1,5
COc1ccc(OC)c(NC(=O)CCN2CC(C)CC(C)C2)c1 (centres undefined),3,0,-0.8,0,4,.,-18,-1.1,6,1.2,294
NC(=O)N1c2ccccc2C=Cc2ccccc21,-2&-4,3&-11,1.1&-1.9,7&-8,-6&10,1.3&0.3,17,-0.3&1.8,-45&3,0.9&1.2,53&-19&-6
Cc1cc(C(=O)OCC(=O)Nc2nccs2)c2ccccc2n1,-4,-9,-3.0,1,15,-1.7,30,-1.9,-11,0.9,7
COc1cc(C(=O)OCC(=O)N2CCN(C(C)=O)CC2)ccc1OCC(C)C,-4,-4,-2.5,0,14,-1.5,-19,0.4,-7,1.7,0
CCN1CCN(c2ncnc3scc(-c4ccc(C)c(C)c4)c23)CC1,5,4,-0.3,6,3,3.6,-29,-0.4,-5,1.7,-36
CC(C)(C)OC(=O)N1CCC(NC(=O)c2[nH]cnc2C(=O)Nc2cccc(Cl)c2)CC1,-14,2,1.1,-2,-6,3.1,-90,0.9,-2,2.3,26
COc1ccccc1NC(=O)CCn1c(=O)c2cccn2c2ccccc21,11,-12,-2.1,-4,11,3.3,-7,-0.7,-4,5.0,-1
O=C(Nc1nccs1)c1cccc(S(=O)(=O)N2CCCCC2)c1,1,5,-1.0,1,6,7.4,.,0.4,12,0.3,-5
O=C(CSc1ccc2nnc(-c3ccccc3)n2n1)NCc1ccc2c(c1)OCO2,-1,-8,-0.9,7,5,3.1,17,1.1,-28,0.4,-8
COc1ccc(-n2ncc3c(NC(C)C)ncnc32)cc1,4,1,-1.1,0,6,2.5,-5,1.7,-15,3.2,-5
CCOC(=O)C1(Cc2ccccc2)CCN(Cc2cc(OC)c3c(c2)OCO3)CC1,6,0,6.7,6,-33,3.7,-19,1.2,-43,0.5,.
CCOc1ccc(S(=O)(=O)Nc2ccccc2C(=O)Nc2ccccc2N2CCOCC2)cc1,5,2,-1.8,-2,11,0.1,-17,-0.1,18,-1.3,107
O=C(N/N=C/c1ccccc1C(=O)O)c1ccncc1,-8,-1,-1.7,0,9,1.3,-11,2.7,-9,1.0,-14
Cc1cc(C(=O)NNC(=O)/C=C/c2ccc(F)cc2)c(C)o1,6,-1,-0.3,5,2,-0.1,4,2.1,6,2.9,11
Nc1nonc1-c1nc2ccccc2n1CC(=O)NC1CCCC1,-2,-1,.,-14,.,1.7,3,-1.9,.,0.4,-4
